Compound activity as filed in PubChem.
FN deposition inh: fibronectin deposition inhibition | AID 743247 | AH1F fibroblasts, Alexa488-fibronectin deposition fluorescence, overnight | 350,000 tested, 0.086% active | inhibition, % at 12.6 µM;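 active = mean inhibition across replicates of 30% or more, regardless of how many single replicates reach that level; inconclusive = mean under 30% yet at least half of replicates reach 30%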;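 also: positive control wells lacked labelled fibronectin entirely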
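Assay system: AH1F fibroblast monolayer, labelled fibronectin deposition. Amount: 10000 cells per well. Also added: labelled fibronectin 24 nM. Compound: single-point pinned compound. Incubation: cell attachment 1 h, compound and FN exposure overnight. Detection: fluorescence after three HBSS washes, excitation 485 nm, emission 525 nm. Read-out: inhibition of fibronectin deposition signal.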
PAX8 inh HTS: inhibitors of PAX8 transcriptional activity in RMG-I cells. RMG-I TPO-luciferase reporter, SteadyGlo, 24 h. inhibition, % at 12.6 µM. 360,000 tested, 1.2% active. AID 652154;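 active = mean replicate inhibition at least 60% with every replicate also reaching 60%; inconclusive = only one of the two criteria is met; inactive = mean below 60% and not all replicates reaching 60%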;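 also: luciferase light reporting Pax8 driven TPO promoter activity; plate controls were median of neutral control wells for no effect and mitoxantrone controls for full effect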
miR122 inh: inhibitors of miR-122 in Huh7 cells. activation (reporter increase), % at 12.5 µM. Huh7 miR-122 Renilla luciferase sensor, 48 h; neutral wells = 0, positive control = 100. AID 602342. 340,000 tested, 0.3% active;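 active = mean replicate activation score at least 90 and every replicate individually at or above 90; inconclusive = only one of the two criteria met; inactive = neither criterion met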;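 also: higher luciferase means less miR-122 activity so hits act as miR-122 inhibitors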
DENV2 CPE: protects cells from dengue virus 2 cytopathic effect; DENV2-infected cells, cytopathic effect rescue, plate reader; 350,000 tested, 1.7% active; CPE inhibition, % at 9.99 µM; in the data active = CPE inhibition above about 20%, passing the limit was not always enough; inconclusive = no clear call, values can overlap the other calls; tested in BHK-21 cells;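 also: 0% = median of neutral control wells and 100% = median of positive control wells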
INS-1E GSIS act: GLuc luminescence reporter in INS-1E cells, primary screen for activators of glucose-dependent secretion of insulin; activation, % at 16.6 µM; INS-1E GLuc reporter insulin secretion, 2-3 h; 370,000 tested, 0.61% active;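 active = lowest replicate activation of at least 40%, so every replicate reaches that level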;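 also: 0% = median of neutral control wells and 100% = median of IBMX positive control wells; some compounds called inactive have numbers as strong as hits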
EWS-Fli inh: EWS/Fli transcriptional activity inhibition. AID 651661. 350,000 tested, 0.67% active. A673 NR0B1-luciferase reporter, viability-normalised. inhibition, % at 12.6 µM;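 active = mean inhibition of at least 50% after viability correction, with every replicate also passing that limit; inconclusive = mean reaches 50% but only one of two replicates passes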;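 also: firefly luciferase signal divided by Alamar Blue viability fluorescence both relative to DMSO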
CFTR F508del cor: CFTR F508del correction in bronchial cells. CFBE cells, YFP halide quenching; stimulated with forskolin plus potentiator P3; % fluorescence drop versus neutral controls. activity (quench increase), % at 7.58 µM. AID 720511. 350,000 tested, 0.36% active;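 active = mean added fluorescence quench of at least 8% versus neutral control, with both replicates also reaching 8%; inconclusive = only one of the mean or replicate conditions met; inactive = mean below 8% and not both replicates reaching 8%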;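 also: cells transiently co-express mutant CFTR-F508del with the halide-sensitive YFP; corrector assay measuring rescue of mutant channel to the surface after 24 h compound exposure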
* hit, by the source's call; ? = inconclusive; · = no result given; [ ] = another dose, or the depositor's remark.

(1) COc1cc(C(=O)NN=Cc2ccc(N(C)C)cc2)cc(OC)c1OC
(2) CC(=O)N[C@@H]1CC[C@H](CCNC(=O)Nc2ccc(C(F)(F)F)cc2)O[C@@H]1CO
(3) CC(C)(C)n1nnnc1C(c1ccc(F)cc1)N1CCC(C(N)=O)CC1 (stereo not given)
(4) C(=C\c1ccccc1)/CN1CCN(C(c2ccccc2)c2nnnn2Cc2ccccc2)CC1 (stereo not given)
(5) CC(C)CNC(=O)c1cc(S(=O)(=O)N2CCOCC2)ccc1N1CCCC1

Assay by compound,1,2,3,4,5
miR122 inh,76.9,·,·,-2.9,5.7
EWS-Fli inh,?,-2.4,4.4,15.1,·
INS-1E GSIS act,-14.0,-19.8,-2.9,-46.5,9.7
PAX8 inh HTS,?,-0.7,-15.9,29.4,1.0
DENV2 CPE,5.4,-0.9,4.1,-8.2,-2.8
CFTR F508del cor,1.6,-5.0,1.5,4.0,-1.2
FN deposition inh,·,10.2,1.1,-5.2,2.8

(6) N#Cc1ccccc1S(=O)(=O)N1CCN(CC(O)CN2CCOCC2)CC1 (stereo not given)
(7) CCN1[C@@H]2c3ccc(-c4ccncc4)c(=O)n3C[C@@H]2[C@@H](CO)[C@@H]1C(=O)NCCc1cn(C)cn1
(8) OCCCNCc1ccc(N(c2ccccc2)c2ccccc2)cc1
(9) O=C1C=C(c2ccc3c(c2)oc2ccccc23)C[C@@H](c2ccc(Cl)cc2)C1
(10) COc1cc(OC)cc(C(=O)N[C@H](C(=O)Nc2cc(F)ccc2C)C(C)C)c1

Assay by compound,6,7,8,9,10
miR122 inh,·,3.5[16.7 µM],-3.8,-5.0,·
EWS-Fli inh,-10.4,-3.0,23.7,-7.0,7.1
INS-1E GSIS act,-4.7,23.9,-12.9,0.5,-1.1
PAX8 inh HTS,-6.1,-12.3,16.6,-4.4,11.9
DENV2 CPE,-7.5,-3.6,-0.3,15.3,-2.9
CFTR F508del cor,-1.1,-1.6,0.3,1.8,2.1
FN deposition inh,-1.6,·,5.6,0.5,-3.7

(11) COc1ccc(-c2nnn(CC(=O)NC(=O)NC3CCCCC3)n2)cc1OC
(12) COc1cccc(C(=O)N/N=C(\CC(C)C)c2ccccc2)c1
(13) CCCCSc1cc(C)nc(N)n1
(14) Cn1nc(C(=O)NCCN2CCOCC2)c2ccccc2c1=O
(15) CCOc1ccccc1N(CC(=O)Nc1ccc2c(c1)OCO2)S(C)(=O)=O

Assay by compound,11,12,13,14,15
miR122 inh,·,·,·,-3.3,11.3
EWS-Fli inh,6.8,·,-24.9,·,·
INS-1E GSIS act,10.5,-8.1,-5.7,14.2,·
PAX8 inh HTS,7.4,0.6,-57.6,·,-16.5
DENV2 CPE,8.2,·,4.5,·,·
CFTR F508del cor,1.4,·,-0.9,·,·
FN deposition inh,-0.7,0.5,-6.2,-2.2,-0.2

(16) CCN(CC)C(=S)SCC(=O)Nc1ncc2c(n1)CC(C)(C)CC2=O
(17) C[C@H](CO)N1C[C@H](C)[C@@H](CN(C)Cc2ccc(-c3ccccc3)cc2)Oc2ccc(NC(=O)CCCCCC(=O)Nc3ccccc3N)cc2CC1=O
(18) COc1ccc(C)cc1NC(=O)c1ccccc1N(C)S(=O)(=O)c1ccccc1
(19) Nc1nc(SCCO)[nH]c(=O)c1NC(=O)c1ccc(Br)o1
(20) COCC#Cc1cnc2c(c1)C(=O)N([C@@H](C)CO)C[C@@H](C)[C@@H](CN(C)C(=O)Cc1cccnc1)O2

Assay by compound,16,17,18,19,20
miR122 inh,-1.9,-1.9[16.7 µM],17.7,1.5,·
EWS-Fli inh,-0.4,-11.3,14.3,-3.9,5.5
INS-1E GSIS act,-2.2,26.9,14.8,-1.5,2.4
PAX8 inh HTS,-8.1,1.4,13.5,7.1,-8.0
DENV2 CPE,-4.7,17.8,5.1,1.3,-5.9
CFTR F508del cor,-0.8,-3.0,-0.3,0.4,1.2
FN deposition inh,-2.3,·,-14.0,0.7,·

(21) O=[N+]([O-])c1cccc(S(=O)(=O)N2CCN(S(=O)(=O)N3CCCCCC3)CC2)c1
(22) CC(=O)c1c(C)[nH]c(C(=O)OCc2cccc(C)c2)c1C
(23) COC(=O)c1cc(OC)c(OC)cc1NC(=O)Nc1cccc(C(C)=O)c1
(24) C[C@H]1CN([C@@H](C)CO)C(=O)c2ccccc2-c2ccccc2CO[C@@H]1CN(C)C(=O)Nc1cccc(F)c1
(25) Cc1ccc(S(=O)(=O)Nc2ccc3c(c2)C(=O)N([C@H](C)CO)C[C@H](C)[C@H](CN(C)C(=O)C2CCCCC2)OCCCC[C@H](C)O3)cc1

Assay by compound,21,22,23,24,25
miR122 inh,·,-1.3,6.0,·,-4.1[16.7 µM]
EWS-Fli inh,-2.7,-28.2,3.5,-1.0,8.7
INS-1E GSIS act,-5.7,-3.7,57.6,-13.3,-20.6
PAX8 inh HTS,7.3,-65.3,-1.2,·,16.9
DENV2 CPE,-1.7,9.5,0.3,3.4,-2.4
CFTR F508del cor,0.1,-0.3,0.5,1.3,0.8
FN deposition inh,0.5,-4.1,-5.3,3.5,2.8

(26) COc1ccc2nc(SCC(=O)NC3CCCCC3C)[nH]c2c1 (stereo not given)
(27) O=C(CC1CCCC1)NCCS(=O)(=O)N1CCN(c2ccccc2)CC1
(28) O=S1(=O)NC(=NCC(c2ccco2)N2CCCCC2)c2ccccc21 (stereo not given)
(29) Nc1ccc(C(=O)NCC2(c3ccccc3)CCCC2)cc1
(30) Cc1ccccc1-n1nc2c(c1NC(=O)CC(C)C)CS(=O)C2 (stereo not given)

Assay by compound,26,27,28,29,30
miR122 inh,·,-4.9,-1.1,-0.7,9.6
EWS-Fli inh,46.4,3.3,-5.4,6.3,-1.7
INS-1E GSIS act,-15.5,-14.2,15.8,-0.6,-4.6
PAX8 inh HTS,27.1,12.5,4.7,-21.5,-4.4
DENV2 CPE,?,-2.5,-6.1,-6.1,-1.9
CFTR F508del cor,2.5,-2.0,2.7,2.9,-0.1
FN deposition inh,-5.3,0.5,-2.3,4.5,-15.2

(31) Cc1cc2c(cc1S(=O)(=O)CCC(=O)NCCc1ccccc1)OCC(=O)N2
(32) CC(C)Cn1cc(C(=O)N2CCC(C)CC2)c2c3ccccc3n(C)c2c1=O
(33) CCOC(=O)Nc1ccc(OC)c([N+](=O)[O-])c1
(34) C=Cn1cc[n+](CC(=O)c2cccs2)c1
(35) CCCN(C)C[C@@H]1Oc2cc(-c3cncnc3)ccc2S(=O)(=O)N([C@@H](C)CO)C[C@@H]1C

Assay by compound,31,32,33,34,35
miR122 inh,-3.9,10.6,-4.3,-1.4,·
EWS-Fli inh,6.6,1.8,-1.1,-3.4,-17.8
INS-1E GSIS act,·,-22.3,7.3,-4.0,4.3
PAX8 inh HTS,-19.9,3.1,-31.5,5.2,·
DENV2 CPE,-4.2,3.0,?,-5.6,·
CFTR F508del cor,-2.5,-0.5,0.7,-0.7,0.8
FN deposition inh,-0.2,4.4,7.4,1.6,-13.2

Reprinted, entries 29–34
(29) Nc1ccc(C(=O)NCC2(c3ccccc3)CCCC2)cc1
(30) Cc1ccccc1-n1nc2c(c1NC(=O)CC(C)C)CS(=O)C2 (stereo not given)
(31) Cc1cc2c(cc1S(=O)(=O)CCC(=O)NCCc1ccccc1)OCC(=O)N2
(32) CC(C)Cn1cc(C(=O)N2CCC(C)CC2)c2c3ccccc3n(C)c2c1=O
(33) CCOC(=O)Nc1ccc(OC)c([N+](=O)[O-])c1
(34) C=Cn1cc[n+](CC(=O)c2cccs2)c1

Assay by compound,29,30,31,32,33,34
miR122 inh,-0.7,9.6,-3.9,10.6,-4.3,-1.4
EWS-Fli inh,6.3,-1.7,6.6,1.8,-1.1,-3.4
INS-1E GSIS act,-0.6,-4.6,·,-22.3,7.3,-4.0
PAX8 inh HTS,-21.5,-4.4,-19.9,3.1,-31.5,5.2
DENV2 CPE,-6.1,-1.9,-4.2,3.0,?,-5.6
CFTR F508del cor,2.9,-0.1,-2.5,-0.5,0.7,-0.7
FN deposition inh,4.5,-15.2,-0.2,4.4,7.4,1.6
